Source: PubChem (The Scripps Research Institute Molecular Screening Center)
TEAD-YAP block: TEAD-YAP interaction inhibition; HEK-TIYL cells, TEAD-Gal4/YAP UAS-luciferase luminescence; inhibition, % at 9.12 µM; actives 1.4% (n = 640,000); in the data active = inhibition above about 32%;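 also: 0% = median of test compound wells and 100% = reference inhibitor wells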
GPR151 activ: human GPR151 activation; Q8TDV0; PathHunter beta-arrestin GPR151 cells, luminescence; activation, % at 11.2 µM; actives 1% (n = 650,000); AID 1508602; in the data active = activation above about 4.9%;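 also: 0% = median of compound wells and 100% = cells with positive control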
Target sequence (Q8TDV0 whole entry, looked up): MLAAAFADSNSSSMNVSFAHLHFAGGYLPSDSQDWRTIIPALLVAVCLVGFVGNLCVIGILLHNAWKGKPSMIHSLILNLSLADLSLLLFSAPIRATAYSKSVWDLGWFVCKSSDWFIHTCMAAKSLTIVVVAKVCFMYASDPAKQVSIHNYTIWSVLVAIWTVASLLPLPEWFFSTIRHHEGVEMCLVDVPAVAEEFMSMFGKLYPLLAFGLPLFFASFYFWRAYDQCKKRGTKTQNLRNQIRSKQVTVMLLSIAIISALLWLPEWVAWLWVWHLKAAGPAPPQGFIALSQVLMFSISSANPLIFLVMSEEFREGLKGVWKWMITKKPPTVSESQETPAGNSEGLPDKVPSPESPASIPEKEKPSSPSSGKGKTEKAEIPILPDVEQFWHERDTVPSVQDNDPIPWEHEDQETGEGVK
MITF inh: human MITF inhibition, primary screen; O75030; AlphaScreen MITF homodimerization, bead proximity signal; inhibition, % at 2.6 µM; actives 0.91% (n = 650,000); AID 1259374; in the data active = inhibition above about 50%;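 also: 0% = vehicle wells with protein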
Target sequence (O75030 whole entry, looked up): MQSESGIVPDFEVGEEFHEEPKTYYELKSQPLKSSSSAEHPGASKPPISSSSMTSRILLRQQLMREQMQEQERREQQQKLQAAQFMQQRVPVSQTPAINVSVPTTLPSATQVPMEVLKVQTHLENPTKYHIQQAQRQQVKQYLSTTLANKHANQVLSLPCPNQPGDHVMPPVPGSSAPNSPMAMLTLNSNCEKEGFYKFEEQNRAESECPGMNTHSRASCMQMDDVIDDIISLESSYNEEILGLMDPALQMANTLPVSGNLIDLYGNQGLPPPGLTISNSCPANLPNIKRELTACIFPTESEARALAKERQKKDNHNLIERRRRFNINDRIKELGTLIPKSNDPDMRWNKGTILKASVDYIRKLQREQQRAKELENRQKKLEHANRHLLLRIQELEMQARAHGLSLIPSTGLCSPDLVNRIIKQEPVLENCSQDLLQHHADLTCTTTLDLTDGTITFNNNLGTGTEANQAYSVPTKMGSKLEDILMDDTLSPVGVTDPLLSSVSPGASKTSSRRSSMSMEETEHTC
FBW7 activator: human FBW7 E3 ligase activation, primary screen | Q969H0 | AlphaScreen FBW7–phospho-cyclin E peptide binding, activator screen | normalized activity (activation), % at 26.1 µM | actives 0.13% (n = 650,000); in the data active = normalized activity above about 1.9%;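 also: purified mutant Fbw7 with reduced substrate affinity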
* marks the source's active call; other numbers are inactive results.

SMILES	TEAD-YAP block	GPR151 activ	MITF inh	FBW7 activator
COc1ccc(OC)c(-n2c(-c3cccc(S(=O)(=O)N(C)C)c3)n[nH]c2=S)c1	7	-0.5	4	-0.2
O=C1CC(N2CCN(C(c3ccccc3)c3ccccc3)CC2)C(=O)N1c1cccc2ccccc12 (configuration not stated)	10	-1.1	3	0.2
Cc1ccc(NC(=O)c2ccc(N)cc2)cc1C	-7	-1.1	-4	0.1
Cc1ccc(O)c(/C=N\Nc2ccccn2)c1	-84	-1.4	32	-0.9
CC1CCCCN1C(=O)C1CCCCN1S(=O)(=O)c1cccc([N+](=O)[O-])c1 (configuration not stated)	7	1.9	18	0.1
COc1ccc(-n2c(C)cc(/C=C3/C(=N)N4C=C(C)SC4=NC3=O)c2C)c(OC)c1	7	1.3	16	0.1
NC(=O)c1sc(=S)n2c1[nH]c(=O)c1sccc12	1	1.2	4	0.0
Cc1ccccc1-c1csc2c(=O)n(CCC(C)C)cnc12	4	2.7	-5	0.5
CCc1ccc(-n2c(=S)sc3c(=O)n(-c4ccc(C)cc4)c(SCC#N)nc32)cc1	5	0.4	0	-0.1
COC(=O)c1ccc(N2C(=O)C3ON(c4ccc(Cl)cc4)C(c4ccc(F)cc4)C3C2=O)cc1 (configuration not stated)	-7	0.1	9	0.0
O=C(C1CCN(C2CCN(Cc3ccoc3)CC2)CC1)N1CCOCC1	4	-0.2	1	0.1
Cn1c(Cc2ccccc2)[n+](C)c2ccccc21	4	-1.4	-11	-0.2
C/C(CC(=O)Nc1cc(Cl)ccc1C)=N\NC(=O)c1ccc([N+](=O)[O-])c(Cl)c1	-2	-0.3	10	0.0
O=C(NCc1ccc(Cl)c(Cl)c1)c1ccc(Br)o1	-8	-1.6	-14	0.0
COc1ccc(/C=C\C(=O)NCC(=O)O)cc1	5	0.6	11	0.0
CC1(C2CCN(C(=O)c3ccco3)CC2)NC(=O)N(Cc2ccc(F)cc2)C1=O (configuration not stated)	-16	1.3	-23	0.1
CCOc1ccc2c(=O)c(-c3ccccc3)c(C(F)(F)F)oc2c1	2	0.3	3	0.0
COc1ccc(NC(=O)CC2C(=O)N(c3ccccc3)C(=S)N2Cc2ccco2)cc1 (configuration not stated)	-6	-0.1	-6	-0.1
O=C(Oc1ccccc1)c1cc([N+](=O)[O-])ccc1N1CCOCC1	-30	-0.8	-11	-0.2
CCC1(C)Cc2c(sc3nc(SCC(=O)O)n(-c4ccccc4)c(=O)c23)CO1 (configuration not stated)	4	0.0	2	-0.1
N#CCCn1cc(CO)c(-c2ccc(Br)cc2)n1	-16	-1.7	6	-0.1
Cc1ccc2c(c1)c(=O)c1ccccc1n2CC(=O)Nc1ccc(C)c(C)c1	6	-1.1	19	0.1
COC(=O)c1sccc1NC(=O)COc1cccc(C)c1	3	-0.4	-2	0.1
COc1ccc(NC(=O)c2ccc(N3CC4CC(C3)c3cccc(=O)n3C4)c(NC(=O)c3ccc(C(C)(C)C)cc3)c2)cc1Cl (configuration not stated)	11	-0.4	-22	0.2

Complete entries as entered above.
CCC1(C)Cc2c(sc3nc(SCC(=O)O)n(-c4ccccc4)c(=O)c23)CO1 (configuration not stated) is listed as TEAD-YAP block: 4; GPR151 activ: 0.0; MITF inh: 2; FBW7 activator: -0.1
CC1(C2CCN(C(=O)c3ccco3)CC2)NC(=O)N(Cc2ccc(F)cc2)C1=O (configuration not stated) is listed as TEAD-YAP block: -16; GPR151 activ: 1.3; MITF inh: -23; FBW7 activator: 0.1
Cc1ccc2c(c1)c(=O)c1ccccc1n2CC(=O)Nc1ccc(C)c(C)c1 is listed as TEAD-YAP block: 6; GPR151 activ: -1.1; MITF inh: 19; FBW7 activator: 0.1

(list continues)
SMILES	TEAD-YAP block	GPR151 activ	MITF inh	FBW7 activator
Cc1ccc(N2CC(C(=O)Nc3ccccc3C(F)(F)F)CC2=O)cc1Cl (configuration not stated)	13	1.2	4	0.0
COc1ccc(C[n+]2cc(-c3ccc(Cl)cc3)n3ccccc32)cc1	-33	0.0	-13	0.0
O=C(c1ccc(C(=O)N(C2CCCCC2)C2CCCCC2)cc1)N(C1CCCCC1)C1CCCCC1	0	-1.8	-16	0.2
CCCCCOc1ccc(NC(=O)CC2SC(N)=NC2=O)cc1 (configuration not stated)	0	0.6	2	-0.2
COc1ccc(N(CC(=O)N(C)Cc2ccccc2)S(C)(=O)=O)cc1Cl	0	-0.4	1	0.2
COc1ccccc1NC(=O)CSc1c[nH]c2ccccc12	5	-0.7	-10	-0.2
COc1ccc(CN2CCN(c3ccccn3)CC2)cc1O	4	-0.8	49	0.2
CC(C)c1ccc(N(C)S(=O)(=O)c2ccc3[nH]cc(C(=O)N(C)Cc4ccccc4)c(=O)c3c2)cc1	6	-0.2	0	0.2
CC1(c2ccccc2Cl)NC(=O)N(CC(=O)Nc2ccc3c(c2)OCCO3)C1=O (configuration not stated)	7	1.1	-11	-0.1
CC(=O)c1[nH]c(C)c(C(=O)NCc2cccs2)c1C	1	-0.7	13	1.5
O=C(CSc1nc2ccsc2c(=O)n1NC(=O)c1ccccc1)NCC1CCCO1 (configuration not stated)	-19	-1.5	-7	0.0
Cc1cc(C)n(-c2ccc(NC(=O)C3CCN(Cc4cc(C)c(C)o4)CC3)cc2)n1	7	-0.6	10	0.4
COc1cccc(CN(C)C(=O)c2cn(CCN(C)C)c3cc(-c4cn[nH]c4)ccc23)c1	-13	-0.2	12	0.4
O=C(O)C1Cc2[nH]cnc2C(c2ccc(F)cc2)N1C(=S)Nc1ccccc1 (configuration not stated)	-4	-1.9	-14	0.0
Cc1c(N(C(=O)c2cccc(Cl)c2)C(C)C)c(=O)n(-c2ccccc2)n1C	-3	-0.4	9	-0.1
CCN1c2ncccc2C(=O)NC12CCN(C(=O)C(C)(C)C)CC2	-2	1.3	18	0.9
CCOC(=O)C1=C(O)/C(=C\c2cc(Br)ccc2OC)N=C1C	6	-0.8	7	0.0
CCOc1cccc(/C=C\[N+](=O)[O-])c1OCC(=O)O	-6	1.5	-3	-0.1
CCN(CCCNC(=O)CN1C(=O)COc2ccccc21)c1cccc(C)c1	8	-0.1	16	-0.2
CNC(=O)CN(c1cccc(C)c1C)S(=O)(=O)c1ccccc1	-6	-2.5	9	0.1
c1cc(NCCN2CCOCC2)nc(-c2ccc(N3CCOCC3)nc2)n1	6	6.1*	11	0.3
CC1CCN(C(=O)Cn2cc3c(n2)CCCC3)CC1	-12	-0.6	5	0.9
Oc1ccc(CCNc2nc(-c3ccccc3)nc3c2ncn3-c2ccccc2)cc1	-4	1.7	6	0.0
CCCSc1nnc2c(n1)OC(c1cc(OC)c(OC)cc1Br)Nc1ccccc1-2 (configuration not stated)	-45	-0.3	15	0.1

(further entries)
| Structure | TEAD-YAP block | GPR151 activ | MITF inh | FBW7 activator |
| --- | --- | --- | --- | --- |
| O=C(Nc1c(Br)cc(O)cc1Br)c1ccc([N+](=O)[O-])cc1 | -4 | 0.5 | -3 | 0.5 |
| CC(C)OCC(O)Cn1c(N2CCCC2)nc2c1c(=O)n(C)c(=O)n2C (configuration not stated) | -4 | -0.3 | 8 | -0.2 |
| CCOC(=O)c1cnc2ccc(OC)cc2c1Cl | 10 | -1.0 | 12 | 0.0 |
| COC(=O)c1cn2ccc(C)cc2c1C(=O)OC | -3 | 0.3 | -10 | 0.1 |
| CC1(C)CC(=O)c2c(-c3ccc(F)cc3)n[nH]c2C1 | -7 | 1.2 | 8 | -0.2 |
| C#CC(CC)(CC)NC(=O)c1cc2ccccc2oc1=O | -12 | -0.6 | -11 | -0.1 |
| COc1cc(N)c(Cl)cc1C(=O)OCC(=O)Nc1c(F)cccc1F | 2 | -0.3 | -3 | 0.1 |
| O=C(c1cccc(F)c1)N1c2ccccc2Sc2ccccc21 | 8 | 0.7 | -4 | 0.0 |
| CCOC(=O)c1ccccc1NC(=O)CN(c1ccc(C(C)C)cc1)S(C)(=O)=O | 2 | -1.3 | -14 | 0.0 |
| Cc1ccc(-n2nc(C)c3ccccc3c2=O)cc1Cl | -43 | -1.9 | -3 | 0.1 |
| COc1ccc(N2CCOCC2)cc1Nc1cc(NCc2cccc(S(C)(=O)=O)c2)c(C(F)(F)F)cn1 | -8 | -0.3 | -7 | 0.0 |
| COc1ccc2cnn(-c3nc(C)cc(C)n3)c(=O)c2c1OC | -2 | -0.2 | -1 | -0.3 |
| COC(=O)c1ccc(NC(=S)Nc2ccccn2)cc1 | -84 | 0.5 | -26 | -0.1 |
| Cc1cc(C)c(C#N)c(SCC(=O)O)n1 | 5 | -1.8 | 7 | 0.5 |
| Cc1ccc(-c2nnc(Nc3cccc(O)c3)c3ccccc23)cc1S(=O)(=O)N1CCCCC1 | 6 | 0.5 | 12 | 0.3 |
| O=C(Cc1ccccc1)Nc1ccnn1C1CCN(Cc2ccncc2)CC1 | 1 | -0.2 | -2 | 0.0 |
| COc1nsc2cc([N+](=O)[O-])cc(N=P(OC)(OC)OC)c12 | -4 | -0.7 | -1 | -0.1 |
| CCOC(=O)CC(=O)Nc1ccccc1C(=O)OCC | -2 | 1.4 | 16 | -0.1 |
| O=S(=O)(c1ccccc1Cl)N1CCC(O)(c2ccc3c(c2)OCO3)CC1 | -1 | -0.8 | -2 | 0.2 |
| CCn1c(SCC(=O)c2ccc(F)cc2)nnc1-c1cccnc1 | -15 | 4.0 | 2 | 0.0 |
| COc1ccc(-n2nc([N+](=O)[O-])c(=Nc3ccc(C)cc3C)n2O)cc1 | -16 | -0.6 | 17 | -0.6 |
| CCOC(=O)c1c(NC(=O)CSc2nnc(CNC(=O)COc3ccccc3)n2-c2cccc(C(F)(F)F)c2)sc2c1CCC2 | -6 | 0.4 | -7 | 0.1 |
| NC(=O)Cn1c(=O)n(Cc2ccco2)c2ncccc21 | 0 | -0.6 | 4 | 0.2 |
| COc1nn(C)cc1C(=O)Nc1ccc(-c2nc(C)no2)cc1 | -63 | -1.4 | 9 | 0.0 |
| Cc1cccc(-c2nc(CS(=O)CC(=O)N3CCCC3)c(C)o2)c1 (configuration not stated) | 7 | 8.2* | 14 | 0.1 |
| Fc1cccc(CN2CCN(Cc3nc(-c4ccccn4)no3)CC2)c1 | -9 | -0.1 | 11 | 0.2 |
| COc1ccc(-c2nc(NC3CCN(Cc4ccccc4)CC3)c3ncn(C4CCCCC4)c3n2)cc1 | -1 | 5.8* | 2 | 0.0 |
| Cc1ccccc1OCC(O)Cn1c(SCC(=O)O)nc2c1c(=O)[nH]c(=O)n2C (configuration not stated) | 3 | -0.5 | 2 | -0.2 |
| COC(=O)c1cc(COC(=O)c2cnccn2)oc1C | -3 | -0.3 | 1 | -0.1 |
| CC1(C)N(c2ccccc2)C(=O)N2CCCN21 | 2 | -0.6 | 19 | 0.2 |
| CCN1CCN(CCCNC(=O)c2ccc3c(=O)n(Cc4ccc(Cl)cc4)c(=S)[nH]c3c2)CC1 | -9 | -1.3 | 5 | 0.9 |
| c1cc[n+](CCNCC[n+]2ccccc2)cc1 | 6 | 2.0 | 9 | 0.8 |
| O=C(Cn1c(C(F)(F)F)nc2ccccc21)NCc1ccco1 | 1 | 0.0 | 20 | 0.2 |
| CN1C(=O)c2ccc(NC(=S)NC(=O)C(C)(C)C)cc2C1=O | 4 | 2.3 | -1 | -0.1 |
| OCCC1CN(Cc2ccon2)CCN1Cc1ccc(F)c(F)c1 (configuration not stated) | 3 | -0.7 | 13 | 0.0 |
| O=C(O)c1ccccc1C(=O)NNc1ncnc2ccccc12 | -40 | 0.8 | 5 | -0.6 |
| CC1=C(C(=O)OC2CCCC2)C(c2ccccc2Br)NC(=O)N1 (configuration not stated) | -5 | -1.1 | 20 | 0.4 |
| Cc1nn(C)c(/C=C/Nc2ccccc2)c1[N+](=O)[O-] | 7 | -0.7 | -14 | -0.1 |
| CCN1C(=O)CSC1=Nc1ccc(Cl)c(Cl)c1 | 0 | 0.4 | -17 | -0.1 |
| CN(C)c1ccc(/C=C2\N=C(C(C)(C)C)OC2=O)cc1 | -9 | 1.7 | -1 | -0.2 |
| Cc1c(CCO)c(=O)n(-c2ccccc2)n1S(=O)(=O)c1ccc(F)cc1 | -3 | -0.3 | 2 | 0.2 |
| CN1C(=O)/C(=C/c2nc3ccc(I)cc3c(=O)n2-c2ccccc2)c2cc(Br)ccc21 | 7 | 0.9 | 4 | 0.4 |
| O=C(O)c1ccc(C(=O)O)c(-c2nc3ccccc3s2)c1 | 11 | 0.4 | -12 | -0.1 |
| CCOc1ccc(C(C)=O)cc1COC(=O)c1cc(C(=O)OC)cc([N+](=O)[O-])c1 | -4 | -0.7 | 9 | 0.1 |
| O=C(CNS(=O)(=O)c1ccc([N+](=O)[O-])cc1)NN=C1CCCCC1 | 7 | -0.4 | 3 | -0.1 |
